# Screening results: PubChem BioAssay, National Center for Advancing Translational Sciences (NCATS)
# TDP1 cell CPT – growth inhibition of DT40 Tdp1-/-;hTDP1 cells with camptothecin (screen for TDP1 inhibitors); chicken DT40 Tdp1-/-;hTDP1 cells + 20 nM CPT, ATP luminescence, 48 h; Potency, µM (doses to about 46.2 µM), without a hit: at the top dose activity change, negative = growth inhibition, most hits filed as inhibitors; 420,000 tested, 12% active; also: nearly all actives have a fitted effect of over 55% in size
#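 Cell growth measured by CellTiter-Glo luminescence after a minimum 48 h, 37 C compound exposure with 20 nM CPT in Tdp1-knockout DT40 cells stably expressing hTDP1, seeded 400/well; qHTS titration format.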
# KAT2A inh – blocks human GCN5L2 histone acetyltransferase | Q92830 | GCN5L2 HAT assay, ThioGlo1 CoA-SH fluorescence | Potency, µM (series often up to 58.9 µM), for the others: at the highest dose activity change, negative = inhibition, hits mostly inhibitors | 390,000 tested, 0.21% active
# Target sequence (Q92830 whole entry, looked up): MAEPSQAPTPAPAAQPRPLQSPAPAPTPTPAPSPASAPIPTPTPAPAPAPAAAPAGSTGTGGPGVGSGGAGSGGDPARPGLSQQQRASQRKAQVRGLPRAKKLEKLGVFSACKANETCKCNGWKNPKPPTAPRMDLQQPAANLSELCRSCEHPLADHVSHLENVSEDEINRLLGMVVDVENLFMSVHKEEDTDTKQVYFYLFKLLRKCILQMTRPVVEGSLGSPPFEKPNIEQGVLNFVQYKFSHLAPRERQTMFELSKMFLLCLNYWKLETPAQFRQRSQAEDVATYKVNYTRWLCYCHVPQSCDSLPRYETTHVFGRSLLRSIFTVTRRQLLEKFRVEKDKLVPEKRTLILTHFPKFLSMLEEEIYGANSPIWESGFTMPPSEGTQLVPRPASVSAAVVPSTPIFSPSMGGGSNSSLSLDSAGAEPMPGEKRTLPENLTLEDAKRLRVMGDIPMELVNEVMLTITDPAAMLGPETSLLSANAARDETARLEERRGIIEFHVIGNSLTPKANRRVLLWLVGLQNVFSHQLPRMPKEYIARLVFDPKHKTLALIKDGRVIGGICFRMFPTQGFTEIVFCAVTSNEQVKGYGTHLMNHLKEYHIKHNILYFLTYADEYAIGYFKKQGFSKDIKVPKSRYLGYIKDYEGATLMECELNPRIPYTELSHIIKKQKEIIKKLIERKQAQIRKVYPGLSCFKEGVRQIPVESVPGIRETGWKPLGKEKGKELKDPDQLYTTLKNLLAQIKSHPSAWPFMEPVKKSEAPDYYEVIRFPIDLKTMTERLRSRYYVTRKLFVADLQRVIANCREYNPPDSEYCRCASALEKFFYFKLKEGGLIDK
#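 GCN5L2 (20 nM) in 50mM HEPES pH 7.5, 0.1mM EDTA, 0.01% Tween-20 preincubated 15 min with compounds at room temperature. Reaction started with H3(1-25) 75uM, acetyl-CoA 70uM, ThioGlo1 50uM; CoA-thiol fluorescence (Ex340/Em540) read at 0 and 20 min.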
# DT40 TDP1 no CPT – qHTS for Inhibitors of human tyrosyl-DNA phosphodiesterase 1 (TDP1): qHTS in cells in absence of CPT; DT40 Tdp1-/- hTDP1 cells, no CPT, ATP luminescence, 48 h; Potency, µM (titrated, usually from 46.2 µM), for inactives: top-dose activity change, negative = growth inhibition, actives largely listed as inhibitors; 420,000 tested, 15% active; also: nearly all actives have a fitted effect of over 55% in size
#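 Seeded 400 DT40-hTDP1 cells/well (vehicle DMSO, no 20 nM CPT); pinned compounds; ≥48 hr at 37 °C; CellTiter-Glo luminescence as viability measure.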
# Starred values were filed as active, the others as inactive; u = inconclusive; x = no result given; & = joins results of further samples. Calls follow the shape of the dose curve; as a rule, active = well fitted curve in the direction sought with a large enough effect; inconclusive = small, poorly fitted or top-dose-only effect, or another doubt; inactive = no such curve, though single readings can be large; an effect the other way counts as inactive or inconclusive. % is scaled to controls: 0 for no effect and ±100 for the full control effect; potency is read from the fitted curve at half-maximal effect.
SMILES,TDP1 cell CPT,KAT2A inh,DT40 TDP1 no CPT
Cc1ccccc1OCCC(=O)OCC(=O)NC1CCCCC1,-12.6%,2.6%,-20.9%
Cc1cc(C(=O)Cn2nc(C(=O)O)c3ccccc3c2=O)c(C)n1C1CC1,-0.2%,-6.0%,-21.3%
N#C/C(=C\c1ccc(O)c(O)c1)C(=O)N1CCc2ccccc21,u,u,20.6µM*
COc1ccc(C(O)P(=O)(OCC(C)C)c2ccc(N(C)C)cc2)c(OC)c1 (stereo not given),-23.1%,-0.7%,6.5%
Fc1ccc(CSc2nncn2NC/C=C/c2ccccc2)cc1,-28.8%,-22.0%,u
N#Cc1cc2cc3c(cc2nc1NCCNC(=S)NCCCN1CCOCC1)OCO3,-27.7%,-6.6%,u
CCOC1=C2CN(S(=O)(=O)c3ccc(C)cc3)C(c3ccc(CC)cc3)CC2n2c(=O)n(-c3ccccc3)c(=O)n2C1 (stereo not given),-20.0%,x,-19.4%
CCn1c(CCC(=O)Nc2cc(F)ccc2C)nc2cc(S(=O)(=O)N(C)C)ccc21,u,1.6%,-13.3%
O=C(CN1C(=O)COc2ccc(S(=O)(=O)N3CCCCCC3)cc21)Nc1cccc(Cl)c1,u,-4.2%,20.6µM*
CCOC(=O)C(=CNc1cc(C)ccc1-n1cccc1)C(=O)OCC,18.4µM*,-8.9%,16.4µM*
CCCSc1ccccc1C(=O)N1CCN(C(=O)c2ccco2)CC1,-8.4%,0.7%,15.9%
COc1ccc(C(=O)Nc2ccc(NC(=O)c3cc(OC)c(OC)c(OC)c3)cn2)cc1,u,-4.5%,-20.9%
CCCc1ccc(S(=O)(=O)NCCc2ccncc2)cc1,13µM*,-8.1%,u
OCC1OC(n2cnc3c(N4CCCCC4)ncnc32)C(O)C1O (stereo not given),-16.8%,x,-8.6%
Cc1ccc(S(=O)(=O)NCCc2nnc3ccc(SCc4cccnc4)nn23)cc1,-19.0%,-2.9%,-1.6%
CCCCN1C(=O)NC(NC(=O)C2CC2)(C(F)(F)F)C1=O (stereo not given),11.5%,-9.7%,0.7%
N#Cc1cc(N)ccc1Sc1ccccc1,0.7%,-8.9%,-7.2%
COc1ccc(CNC(=O)COC(=O)Cc2ccsc2)cc1,5.9%,0.5%,-1.7%
CCOC(=O)c1c(C)[nH]c(C(=O)N/N=C/c2ccc(OC)c(OC)c2)c1C,1.16µM*,-9.4%,0.92µM*
O=C(Nc1ccc(N2CCOCC2)c(Cl)c1)c1ccc(-n2cnnc2)cc1,1.5%,2.5%,3.4%
COc1cccc(CNC(=O)C2CCCN(c3nn4c(=O)cc(C)nc4s3)C2)c1 (stereo not given),2.9%,-0.9%,-4.5%
Cc1ccc(-c2c(C)cc3oc(=O)cc(-c4ccccc4)c3c2C)cc1,u,-7.9%,23.1µM*
C=CCN1CCN(C(c2ccccc2)c2nnnn2CCC(C)C)CC1 (stereo not given),6.51µM*,0.4%,6.51µM*
COC(=O)[C@@H]1C[C@H]2CC[C@H](O)C[C@H]2N1Cc1ccc(N2CCN(C)CC2)cc1,2.1%,-3.4%,9.1%
CCOc1ccccc1Nc1nc(N)nc(CN2CCCCC2C)n1 (stereo not given),3.4%,1.0%,-17.8%
CCOc1cc(C2CC(=O)NC3=C2C(=O)C(C(=O)OC)C(C)C3)cc(Br)c1O (stereo not given),7.8%,-7.1%,-18.6%
CCCCCCCCCCCCN1[C@@H](CC(=O)OC)c2cc(C(F)(F)F)ccc2S1(=O)=O,u,x,12.6µM*
Cc1cc(/C=N/NC(=O)c2c(Br)cnn2C)c(C)n1-c1cccc(Br)c1,u,-19.3%,u
O=c1[nH]c(=O)c2nc3ccccc3nc2[nH]1,17.2%,-19.5%&-10.0%,-8.6%
Cc1ccc(NC(=O)Cc2nc(CN(C)CC(=O)Nc3ccc(C)cc3)cs2)cc1,-5.6%,-1.8%,0.7%
COc1ccc(-c2ccc(C(=O)Nc3cccc(C(C)=O)c3)c3occc23)c(C)c1,11.6µM*,x,8.2µM*
CCOC(=O)c1ccc(NC(=O)CN2C(=O)c3cccnc3Oc3ccc(Cl)cc32)cc1,u,-15.9%,20.6µM*
COc1cccc(CN(CC2CCCO2)S(=O)(=O)c2ccc(S(=O)(=O)N(C)C)cc2)c1 (stereo not given),u,2.2%,u
Cc1cccc(NC(=O)CN2C(=O)N/C(=C/c3cc(C)n(-c4ccncc4)c3C)C2=O)c1,-17.8%,-2.4%,-22.5%
O=C(Nc1c(-c2ccc(F)cc2)nc2ccccn12)c1ccccc1F,-21.0%,-2.6%,u
COCCN(C(=O)C(C)N1C(=O)c2ccccc2C1=O)c1c(N)n(CC(C)C)c(=O)[nH]c1=O (stereo not given),-29.5%,x,2.2%
O=C(Nc1cccnc1)C1(c2ccccc2)CCCC1,11.8%,-9.0%,4.2%
OC(c1ccccc1)(c1ccccc1)C1CCN(CCCOc2ccc3c(c2)CCCC3)CC1,4.11µM*,x,5.17µM*
COc1cc(CNC(=O)c2cc(-c3ccc(F)cc3C)n[nH]2)cc(OC)c1,u,x,u
CCOC(=O)C1=C(C)Nc2ccccc2N=C1NC(=O)Cc1ccc(OC)cc1,-13.5%,2.6%,1.5%
Cc1ccccc1CNC(=O)c1ccc2ccccc2n1,u,-5.7%,u
O=C(Nc1c2c(nn1-c1ccc([N+](=O)[O-])cc1)CS(=O)(=O)C2)C1CC1,-4.6%,1.1%,17.6%
COc1ccc(-c2[nH]c(-c3ccc(C(=O)O)cc3)nc2-c2ccccc2)cc1,-14.0%,u,-25.0%
COCCn1c(=O)c(-c2ccc(Cl)cc2)nc2cnc(Oc3cccc(Cl)c3)nc21,-2.1%,-5.5%,-8.3%
Cc1ccc(CNc2ccc3c(c2)nc(C)n3C)cc1,-25.7%,-6.7%,u
CCSc1nc2ccc(C)cc2cc1C#N,-0.1%,-7.9%,0.5%
CN(C)C(=O)c1ccccc1-c1ccccc1,0.7%,-0.6%,-4.9%
CC(C)NC(=O)C1(c2ccccc2)CC1(Cl)Cl (stereo not given),-16.7%,1.7%,25.0%
COc1ccccc1/C=C/C1NC(=O)NC(C)=C1C(=O)OC(C)C (stereo not given),-19.9%,-12.0%,-28.5%
Cc1nc2cnc(Nc3ccccc3)nc2n(C)c1=O,-8.0%,-6.2%,-17.9%

# Ordered by SMILES length (smallest number first): some entries from above.
SMILES,TDP1 cell CPT,KAT2A inh,DT40 TDP1 no CPT
CCSc1nc2ccc(C)cc2cc1C#N,-0.1%,-7.9%,0.5%
CN(C)C(=O)c1ccccc1-c1ccccc1,0.7%,-0.6%,-4.9%
Cc1ccccc1CNC(=O)c1ccc2ccccc2n1,u,-5.7%,u
O=C(Nc1cccnc1)C1(c2ccccc2)CCCC1,11.8%,-9.0%,4.2%
CC(C)NC(=O)C1(c2ccccc2)CC1(Cl)Cl (stereo not given),-16.7%,1.7%,25.0%
COc1ccccc1/C=C/C1NC(=O)NC(C)=C1C(=O)OC(C)C (stereo not given),-19.9%,-12.0%,-28.5%
CCOC(=O)C1=C(C)Nc2ccccc2N=C1NC(=O)Cc1ccc(OC)cc1,-13.5%,2.6%,1.5%
COc1cc(CNC(=O)c2cc(-c3ccc(F)cc3C)n[nH]2)cc(OC)c1,u,x,u
COc1ccc(-c2[nH]c(-c3ccc(C(=O)O)cc3)nc2-c2ccccc2)cc1,-14.0%,u,-25.0%
OC(c1ccccc1)(c1ccccc1)C1CCN(CCCOc2ccc3c(c2)CCCC3)CC1,4.11µM*,x,5.17µM*
O=C(Nc1c2c(nn1-c1ccc([N+](=O)[O-])cc1)CS(=O)(=O)C2)C1CC1,-4.6%,1.1%,17.6%
COCCN(C(=O)C(C)N1C(=O)c2ccccc2C1=O)c1c(N)n(CC(C)C)c(=O)[nH]c1=O (stereo not given),-29.5%,x,2.2%

# Next section
SMILES,TDP1 cell CPT,KAT2A inh,DT40 TDP1 no CPT
COc1ccc(NC(=S)NCCN2CCOCC2)cc1,-4.0%,-2.3%,9.2%
COc1ccc(C(CNC(=O)CCC(=O)c2ccc(C)s2)N2CCOCC2)cc1 (stereo not given),-8.7%,-7.3%,-13.9%
O=C(CN1CCC(n2cnc3cc(F)ccc32)CC1)Nc1ccccc1Br,-29.4%,-6.9%,u
CC(=O)c1cnc2cc(-c3ccc(C)cc3)nn2c1C,-7.1%,-5.9%,-12.7%
COCCSc1nnc(NC(=O)COc2ccc3c(c2)OCO3)s1,0.1%,-5.8%,-6.4%
COc1cc2c(cc1OC)C(c1ccc(Cl)cc1)N(c1cccc(C#N)c1)C(=O)C2 (stereo not given),23.1µM*,-0.8%,u
N#CC1=C2SCC(O)(c3ccccc3)N2C(=O)CC1c1cccs1 (stereo not given),1.16µM*,-16.3%,1.03µM*
COc1cc(-c2cc(C(=O)Nc3ccc(O)cc3)c3ccccc3n2)cc(OC)c1OC,10.3µM*,-17.6%,u
CCn1c(=O)n(CC(=O)N2CC(C)CC(C)C2)c(=O)c2ccccc21 (stereo not given),-19.6%,2.3%,-11.9%
COC(=O)Cn1c(=NC(=O)CSC(C)=O)sc2ccccc21,u,0.7%,u
Cc1ccc(NC(=O)C2CC(=O)OC23CCOC(C)(C)C3)cc1 (stereo not given),-1.6%,3.2%,-16.7%
COC(=O)COC(=O)c1ccc(O)cc1,-6.6%,-0.8%,-3.5%
CC(=O)/C(=N/Nc1ccc(Br)cc1)Sc1cccc2cccnc12,5.8%,-17.5%,u
CCCCn1c(NCc2ccccn2)nc2ccccc21,u,-0.4%,-28.6%
Cc1ccc(CNC(=O)C2CCN(S(=O)(=O)c3c(C)noc3/C=C/c3c(C)cc(C)cc3C)CC2)cc1,u,5.4%,u
CCN1CCN(c2ccc(S(=O)(=O)N3CCCCC3)cc2NC(=O)/C=C/c2ccc(OC)c(OC)c2)CC1,u,-27.3%,u
CCCNC(=O)C1(C)CCCN(C(=O)/C=C/c2ccccc2)C1 (stereo not given),-6.3%,x,-2.8%
CCN1C(=O)c2cccc3cccc1c23,29.1µM*,-13.3%,u
Cc1ccc2oc(C(=O)Nc3nnc(C)s3)c(C)c2c1,-23.3%,-9.2%,u
O=C(CSc1nnc(CN2CCOCC2)n1-c1ccc(Cl)cc1)Nc1cc(Cl)ccc1O,u,x,u

# The closing two compounds of the part before open the next one.
SMILES,TDP1 cell CPT,KAT2A inh,DT40 TDP1 no CPT
Cc1ccc2oc(C(=O)Nc3nnc(C)s3)c(C)c2c1,-23.3%,-9.2%,u
O=C(CSc1nnc(CN2CCOCC2)n1-c1ccc(Cl)cc1)Nc1cc(Cl)ccc1O,u,x,u
O=C(CN1CCCC1)Nc1ccc(Br)cc1,-28.3%,-1.1%,-25.1%
COc1cc(OC)nc(Nc2nc(C(N)Cc3ccccc3)cs2)n1 (stereo not given),u,x,18.4µM*
CCn1cc(C(=O)NCCOC)c(=O)c2cc(S(=O)(=O)N3CCOCC3)ccc21,0.0%,2.6%,4.1%
S=C1NC(c2ccccc2)=CC(c2ccccc2)N1 (stereo not given),u,-9.5%,29.1µM*
O=C(CC1(c2cccc(F)c2)CC(=O)N(Cc2cccnc2)C1=O)N1CCCCCCC1 (stereo not given),u,x,u
CC(C)CNS(=O)(=O)c1ccc(CCC(=O)NC2CCCCC2)cc1,8.2%,x,-18.9%
Cc1cc(C)cc(NC(=O)CSc2cc(C)[nH]c(=O)n2)c1,u,-5.7%,u
Cc1ccc(NC(=O)C(c2ccc(Cl)cc2Cl)N2CCCC2)cc1 (stereo not given),23.1µM*,-6.6%,14.6µM*
Cc1ccc(/C(O)=C2/C(=O)C(=O)N(CCN3CCOCC3)C2c2cccs2)cc1 (stereo not given),u,-1.0%,3.8%
O=C(N/N=C/c1cccc([N+](=O)[O-])c1)c1cc2ccccc2o1,u,-4.5%,23.1µM*
Cc1cc(NC(=O)CSc2nnc(-c3ccc(O)cc3)o2)no1,7.3%,1.0%,-1.9%
CCOC(=O)N1CCC(N2Cc3cccc(C(=O)Nc4ccccc4OC)c3C2=O)CC1,23.1µM*,4.0%,16.4µM*
N#CCC(=O)NNc1c([N+](=O)[O-])cc(C(F)(F)F)cc1[N+](=O)[O-],u,-3.9%,u
CN(CC(=O)Nc1cccc(F)c1)C(=O)CC1CC2CCC1C2 (stereo not given),-29.8%,-2.8%,2.7%
CSC(=NC1CCCCC1)NS(=O)(=O)c1ccccc1,u,-7.3%,u
NC(=O)c1cc(S(=O)(=O)N2CCN(c3ccc([N+](=O)[O-])cc3)CC2)cs1,u,-0.3%,u
O=C(CN(Cc1ccco1)C(=O)c1ccc(N2CCCC2=O)cc1)Nc1ccccc1C(F)(F)F,-8.7%,-1.9%,u
COc1ccc(OC)c(NC(=O)c2cc3c(Cl)nc4ccccc4c3s2)c1,u,-3.3%,u
CCn1c(-c2cccc(OC)c2)nc2cc(NC(C)=O)cc(C(=O)N3CCCC(C(C)=O)C3)c21 (stereo not given),16.0%,x,-7.4%
